MT stabilize HCS: microtubule stabilizers in HeLa cells, primary screen, imaging, high-content imaging | HeLa tubulin immunostaining HCS, 24 h; share of cells brighter than vehicle mean+2SD | % tubulin-high responders, % at 10 µM | 200,000 compounds, 0.83% hits | AID 2205, 2009;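 active means plate Z-score above 3 for both tubulin-high and condensed-nucleus cell shares, with cell loss under 80%, at 10 µM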;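 further: anti alpha tubulin signal scored within the nucleus-defined area of each cell; some results filed as inactive read as strong as hits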
Autophagy mod: autophagy modulators in MEF cells, primary screen, imaging, high-content, MEF GFP-LC3; MEF GFP-LC3 puncta imaging; test concentration mostly 10 µM; calls only at 10 µM (by protocol); 190,000 compounds, 0.98% hits;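 active means percentage of spot-positive cells more than 3 SD above its plate mean, without a fluorescence outlier flag or 80% toxicity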;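 further: spot-positive cell cutoff set from DMSO-treated cells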
CSM14.1 death rescue: rescue of cells from ER stress-induced death, primary screen, 384-well, CSM14.1, thapsigargin, ATP luminescence (AID 1222) | cellular ATP content (survival), % at 20 µM, or EC50 in µM where a hit was titrated | CSM14.1 thapsigargin-induced death rescue, ATP luminescence; higher % means a stronger effect | 190,000 tested, under 10 active;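 active means EC50 below 50 µM in the dose-response confirmation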;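 further: death triggered by thapsigargin at about 15 µM added after 2 h compound pretreatment; cell ATP read after overnight thapsigargin exposure of roughly 18 to 22 hours; normalized against plate controls of thapsigargin alone and 5% DMSO vehicle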
Lipid droplet: inhibitors of hepatocyte lipid droplet formation, primary screen, imaging, high-throughput imaging, BODIPY stain; AID 1656, 2009; 240,000 compounds, 0.4% hits; AML12 mouse hepatocytes, oleate lipid droplets; inhibition, % at 6.5 µM;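 active means lipid droplet intensity inhibited by at least 50%, with more than 500 cells counted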
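material = mouse AML12 hepatocyte cell line, fixed after treatment | also added = 100 µM oleic acid challenge | doses = compound at 6.5 µM only | schedule = overnight exposure | technique = Image-based BODIPY and DAPI two-channel analysis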
Insulin prom up: insulin promoter activators in MIN6 cells, imaging, high-content screening, mouse beta cells | MIN6 insulin promoter-GFP reporter; stronger effect = higher value | z-score at 5 µM | 190,000 compounds, 0.3% hits;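 active means z-score above 3 at 5 µM with at least 500 cells counted in the well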
Dynein cargo inh: inhibitors of GR-EGFP nuclear translocation, primary screen, dynein cargo transport inhibitor project, imaging, high-content, 3617.4 mouse cells. AID 1381, 2008. test concentration mostly 20 µM; stimulated with dexamethasone, 1 µM; stronger effect = lower value. z-score, hits read low. 220,000 compounds, 0.47% hits;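 active means plate z-score of nuclear minus cytoplasmic receptor signal below a set negative limit, without overly bright fluorescence or cell loss, cut at about -3.5 in these data, passing the limit was not always enough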;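 further: z-score of nuclear minus cytoplasmic ring GR-EGFP intensity difference per well; some compounds called inactive have numbers as strong as hits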
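medium = tetracycline-free induction medium containing charcoal-stripped FBS | probe or stimulus = dexamethasone, 1.0 µM final | timing = 48 h induction, then 1 h compound, then 30 min agonist, 37 °C | detection = automated 10x imaging of fixed Hoechst-stained cells | read-out basis = nuclear versus cytoplasmic GR-EGFP signal, averaged per well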
Yfh1-off respiration: enhancers of respiration in Yfh1-depleted yeast, dose response, Friedreich's ataxia, plus single-dose screen (AID 1465) | S. cerevisiae Yfh1-off respiration, WST-1 reduction, 72 h; higher fold induction means a stronger effect | fold induction at 50 µM, or EC50 in µM where a hit was titrated | 220,000 compounds, 0.074% hits;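 active means fold induction of absorbance versus untreated yeast above a set limit, then at least 30% activation at any dose in follow-up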;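 further: activators that raise dye reduction in frataxin-depleted yeast; strong numbers were not always called active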
M1AAP inhibition: P. falciparum M1AAP inhibitors, biochemical, fluorogenic H-Leu-NHMec substrate, 1536-well (AID 1445). Aminopeptidase N (Plasmodium falciparum (isolate 3D7)). recombinant M1AAP, H-Leu-NHMec fluorogenic kinetic assay; higher % means a stronger effect. inhibition, % at 30 µM, or IC50 in µM where a hit was titrated. 220,000 compounds, 0.42% hits;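 active means primary inhibition above the hit cutoff, then over 50% inhibition at one or more dose response concentrations, cut at about 23% in these data, passing the limit was not always enough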;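 further: plate controls were DMSO full reaction for no effect and no enzyme background for full effect; strong numbers were not always called active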
P. falciparum M17LAP: P. falciparum M17LAP inhibitors, primary screen, biochemical, fluorogenic H-Leu-NHMec substrate, 1536-well (AID 1619); Leucine aminopeptidase (Plasmodium falciparum (isolate 3D7)); recombinant M17LAP, H-Leu-NHMec fluorogenic kinetic assay; higher % means a stronger effect; inhibition, % at 30 µM, or IC50 in µM where a hit was titrated; 220,000 compounds, 0.38% hits;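 active means compound inhibiting the enzyme by more than half at any dose during confirmatory dose-response retesting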;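 further: plate controls were full reaction with DMSO carrier for no effect and no enzyme background for full effect; strong numbers were not always called active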
Dynein cargo inh cytoplasmic EGFP: also measured in Dynein cargo inh; calls as there; z-score; measured here: cytoplasmic GR-EGFP intensity; stronger effect = higher value
Dynein cargo inh nuclear GR-EGFP: recorded beside Dynein cargo inh, whose call it bears; z-score; measured here: nuclear GR-EGFP intensity;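 lower value marks the stronger effect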
Dynein cargo inh cell count: also measured in Dynein cargo inh; calls as there; z-score; measured here: cell count per field
Insulin prom up cell count: also measured in Insulin prom up; calls as there; cell count; measured here: cytotoxicity, nuclei count;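 total cells summed across four imaged fields per well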
Lipid droplet cells 6.5 µM: further read-out of Lipid droplet, marked with its call; cell count; measured here: cell count, cytotoxicity flag;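 cells counted across two imaged fields per well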
MT stabilize HCS Hoechst-high %: recorded beside MT stabilize HCS, whose call it bears; % Hoechst-high responders; measured here: nuclear condensation Hoechst responders;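 share of cells brighter than vehicle mean plus two SD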
MT stabilize HCS cytotoxicity %: second read-out of MT stabilize HCS, no call of its own (marks repeat the call); toxicity, %; measured here: cytotoxicity by cell density;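 0% = mean cell density of plate MIN control wells and 100% = no cells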
Autophagy mod cell loss 18 h: further read-out of Autophagy mod, marked with its call; toxicity, %; measured here: cell loss, nuclei count;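 cell loss after 18 h compound exposure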
* hit, by the source's call.

How did O=c1[nH]c(=O)n([C@H]2C[C@H](O)[C@@H](CO)O2)cc1C(F)(F)F do in these assays?
MT stabilize HCS: 6.4; Autophagy mod: active; CSM14.1 death rescue: -0.5%; Lipid droplet: -68; Dynein cargo inh: -0.63; Yfh1-off respiration: inactive; M1AAP inhibition: 11%; P. falciparum M17LAP: 3%; Dynein cargo inh cytoplasmic EGFP: -0.12; Dynein cargo inh nuclear GR-EGFP: 0.22; Dynein cargo inh cell count: 0.85; Lipid droplet cells 6.5 µM: 461; MT stabilize HCS Hoechst-high %: 1.4; MT stabilize HCS cytotoxicity %: 14; Autophagy mod cell loss 18 h: -2.3*

How did CC(C)(C)C1CCc2c(sc(NC(=O)CSc3ncn[nH]3)c2C#N)C1 (centres undefined) do in these assays?
MT stabilize HCS: 9.1; Autophagy mod: inactive; CSM14.1 death rescue: -4.0%; Lipid droplet: 8; Insulin prom up: -0.9; Dynein cargo inh: -0.36; Yfh1-off respiration: inactive; M1AAP inhibition: 2%; P. falciparum M17LAP: 12%; Dynein cargo inh cytoplasmic EGFP: -0.18; Dynein cargo inh nuclear GR-EGFP: 0.1; Dynein cargo inh cell count: -0.75; Insulin prom up cell count: 594; Lipid droplet cells 6.5 µM: 760; MT stabilize HCS Hoechst-high %: 2.4; MT stabilize HCS cytotoxicity %: 0.8; Autophagy mod cell loss 18 h: -2

Results for O=C(O)Cn1c(P(=O)(O)c2ccccc2)nc2ccccc21 ?
MT stabilize HCS: 6.3; Autophagy mod: inactive; CSM14.1 death rescue: 0.7%; Insulin prom up: 0.39; Dynein cargo inh: 3.3; Yfh1-off respiration: inactive; M1AAP inhibition: -3%; P. falciparum M17LAP: 5%; Dynein cargo inh cytoplasmic EGFP: -0.22; Dynein cargo inh nuclear GR-EGFP: 1.8; Dynein cargo inh cell count: -1.7; Insulin prom up cell count: 1184; MT stabilize HCS Hoechst-high %: 1.6; MT stabilize HCS cytotoxicity %: 2.5; Autophagy mod cell loss 18 h: -11

Results for CC(=O)C1=C(C)NC(SCC(N)=O)=C(C#N)C1CC(C)C (centres undefined) ?
MT stabilize HCS: 5.2; Autophagy mod: inactive; CSM14.1 death rescue: 0.8%; Lipid droplet: 12; Dynein cargo inh: 0.031; Yfh1-off respiration: inactive; M1AAP inhibition: 1%; P. falciparum M17LAP: 7%; Dynein cargo inh cytoplasmic EGFP: -0.092; Dynein cargo inh nuclear GR-EGFP: 0.82; Dynein cargo inh cell count: -1; Lipid droplet cells 6.5 µM: 690; MT stabilize HCS Hoechst-high %: 2.6; MT stabilize HCS cytotoxicity %: 8.6; Autophagy mod cell loss 18 h: 17

Results for CC(=O)c1c(C)[nH]c(C(=O)Nc2cc(C)cc(C)c2)c1C ?
MT stabilize HCS: 0.7; Autophagy mod: inactive; CSM14.1 death rescue: -1.6%; Lipid droplet: 4; Insulin prom up: -0.53; Dynein cargo inh: -1.5; Yfh1-off respiration: inactive; M1AAP inhibition: 10%; P. falciparum M17LAP: 10%; Dynein cargo inh cytoplasmic EGFP: -0.31; Dynein cargo inh nuclear GR-EGFP: -0.83; Dynein cargo inh cell count: 0.78; Insulin prom up cell count: 952; Lipid droplet cells 6.5 µM: 755; MT stabilize HCS Hoechst-high %: 1.3; MT stabilize HCS cytotoxicity %: 18; Autophagy mod cell loss 18 h: 1

How did Cc1cc(C)nc(SCc2nnc(SCC(=O)N3CCOCC3)o2)n1 do in these assays?
MT stabilize HCS: 2.0; Autophagy mod: inactive; CSM14.1 death rescue: 0.7%; Insulin prom up: 0.97; Dynein cargo inh: 0.065; Yfh1-off respiration: inactive; M1AAP inhibition: 2%; P. falciparum M17LAP: -7%; Dynein cargo inh cytoplasmic EGFP: -0.018; Dynein cargo inh nuclear GR-EGFP: 0.21; Dynein cargo inh cell count: -0.14; Insulin prom up cell count: 1250; MT stabilize HCS Hoechst-high %: 2.2; MT stabilize HCS cytotoxicity %: 4.8; Autophagy mod cell loss 18 h: 4

Results for CCC(C)NC(=S)N1CCN(Cc2ccccc2)CC1 (centres undefined) ?
MT stabilize HCS: 2.5; Autophagy mod: inactive; CSM14.1 death rescue: 0.2%; Lipid droplet: 4; Insulin prom up: -1.1; Dynein cargo inh: -0.28; Yfh1-off respiration: inactive; M1AAP inhibition: 2%; P. falciparum M17LAP: 23%; Dynein cargo inh cytoplasmic EGFP: -0.29; Dynein cargo inh nuclear GR-EGFP: 0.058; Dynein cargo inh cell count: 0.32; Insulin prom up cell count: 1710; Lipid droplet cells 6.5 µM: 715; MT stabilize HCS Hoechst-high %: 2.1; MT stabilize HCS cytotoxicity %: 5.5; Autophagy mod cell loss 18 h: 11

Results for CCOc1ccccc1OCCNC1CCCC1 ?
MT stabilize HCS: 6.4; Autophagy mod: inactive; CSM14.1 death rescue: -4.0%; Lipid droplet: -7; Insulin prom up: 0.08; Dynein cargo inh: -0.74; Yfh1-off respiration: inactive; M1AAP inhibition: 5%; P. falciparum M17LAP: -4%; Dynein cargo inh cytoplasmic EGFP: -0.28; Dynein cargo inh nuclear GR-EGFP: 0.18; Dynein cargo inh cell count: 0.81; Insulin prom up cell count: 1326; Lipid droplet cells 6.5 µM: 721; MT stabilize HCS Hoechst-high %: 2.2; MT stabilize HCS cytotoxicity %: 9.7; Autophagy mod cell loss 18 h: -15

Results for CCc1cc2c(=O)n(Cc3ccccc3)c(SC3CCOC3=O)nc2s1 (centres undefined) ?
MT stabilize HCS: 1.7; Autophagy mod: inactive; CSM14.1 death rescue: -2.8%; Lipid droplet: 6; Dynein cargo inh: 0.51; Yfh1-off respiration: inactive; M1AAP inhibition: 6%; P. falciparum M17LAP: -4%; Dynein cargo inh cytoplasmic EGFP: -0.29; Dynein cargo inh nuclear GR-EGFP: 0.17; Dynein cargo inh cell count: -0.41; Lipid droplet cells 6.5 µM: 664; MT stabilize HCS Hoechst-high %: 1.6; MT stabilize HCS cytotoxicity %: 2.4; Autophagy mod cell loss 18 h: -25

How did Cc1ccc(SCC(=O)NC(=O)NC(C)C)c(C)c1 do in these assays?
MT stabilize HCS: 3.0; Autophagy mod: inactive; CSM14.1 death rescue: 0.2%; Lipid droplet: -11; Insulin prom up: 0.84; Dynein cargo inh: -0.93; Yfh1-off respiration: inactive; M1AAP inhibition: -28%; P. falciparum M17LAP: -4%; Dynein cargo inh cytoplasmic EGFP: -0.31; Dynein cargo inh nuclear GR-EGFP: 0.017; Dynein cargo inh cell count: 0.96; Insulin prom up cell count: 1190; Lipid droplet cells 6.5 µM: 675; MT stabilize HCS Hoechst-high %: 2.8; MT stabilize HCS cytotoxicity %: 6.2; Autophagy mod cell loss 18 h: 8

Results for Cc1oncc1C(=O)NC1CCCCC1 ?
MT stabilize HCS: 6.0; Autophagy mod: inactive; CSM14.1 death rescue: -0.3%; Lipid droplet: 0; Insulin prom up: -0.37; Dynein cargo inh: 1.3; Yfh1-off respiration: inactive; M1AAP inhibition: 1%; P. falciparum M17LAP: 2%; Dynein cargo inh cytoplasmic EGFP: -0.15; Dynein cargo inh nuclear GR-EGFP: 0.78; Dynein cargo inh cell count: -0.6; Insulin prom up cell count: 1469; Lipid droplet cells 6.5 µM: 673; MT stabilize HCS Hoechst-high %: 1.5; MT stabilize HCS cytotoxicity %: 2.0; Autophagy mod cell loss 18 h: -30

What do the screens show for `O=C1CC(N2CCN(c3ccccc3F)CC2)C(=O)N1c1ccc2c(c1)OCCO2` (centres undefined)?
MT stabilize HCS: 4.0; Autophagy mod: inactive; CSM14.1 death rescue: -1.2%; Insulin prom up: 0.21; Dynein cargo inh: -1.2; Yfh1-off respiration: inactive; M1AAP inhibition: -4%; P. falciparum M17LAP: 3%; Dynein cargo inh cytoplasmic EGFP: 0.11; Dynein cargo inh nuclear GR-EGFP: -0.23; Dynein cargo inh cell count: 0.64; Insulin prom up cell count: 1155; MT stabilize HCS Hoechst-high %: 1.0; MT stabilize HCS cytotoxicity %: 6.1; Autophagy mod cell loss 18 h: -16

Results for COc1ccc(N(C(=O)c2cccc([N+](=O)[O-])c2)S(=O)(=O)c2cccs2)cc1 ?
MT stabilize HCS: 1.8; Autophagy mod: inactive; CSM14.1 death rescue: -0.7%; Lipid droplet: 8; Dynein cargo inh: -1.7; Yfh1-off respiration: inactive; M1AAP inhibition: 6%; P. falciparum M17LAP: 7%; Dynein cargo inh cytoplasmic EGFP: -0.12; Dynein cargo inh nuclear GR-EGFP: -0.57; Dynein cargo inh cell count: 0.49; Lipid droplet cells 6.5 µM: 672; MT stabilize HCS Hoechst-high %: 1.5; MT stabilize HCS cytotoxicity %: 10; Autophagy mod cell loss 18 h: 5

Screening results (PubChem BioAssay)
